# RXFP1 antagonist = RXFP1 (human) relaxin receptor antagonism | AID 1259400 | 350,000 tested, 0.59% active | HEK293-RXFP1, relaxin-stimulated cAMP HTRF, 30 min; hits give low values | Q9HBX9 | activity change, negative = inhibition, % at 57.5 µM;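 active means activity change of -60% or lower, but not beyond a set lower limit; inconclusive means change between -60% and -40%, or beyond the set limit; inactive means change above -40%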; further: on the % scale 0 is the no-effect control and ±100 the full control effect
# Target sequence (Q9HBX9 whole entry, looked up): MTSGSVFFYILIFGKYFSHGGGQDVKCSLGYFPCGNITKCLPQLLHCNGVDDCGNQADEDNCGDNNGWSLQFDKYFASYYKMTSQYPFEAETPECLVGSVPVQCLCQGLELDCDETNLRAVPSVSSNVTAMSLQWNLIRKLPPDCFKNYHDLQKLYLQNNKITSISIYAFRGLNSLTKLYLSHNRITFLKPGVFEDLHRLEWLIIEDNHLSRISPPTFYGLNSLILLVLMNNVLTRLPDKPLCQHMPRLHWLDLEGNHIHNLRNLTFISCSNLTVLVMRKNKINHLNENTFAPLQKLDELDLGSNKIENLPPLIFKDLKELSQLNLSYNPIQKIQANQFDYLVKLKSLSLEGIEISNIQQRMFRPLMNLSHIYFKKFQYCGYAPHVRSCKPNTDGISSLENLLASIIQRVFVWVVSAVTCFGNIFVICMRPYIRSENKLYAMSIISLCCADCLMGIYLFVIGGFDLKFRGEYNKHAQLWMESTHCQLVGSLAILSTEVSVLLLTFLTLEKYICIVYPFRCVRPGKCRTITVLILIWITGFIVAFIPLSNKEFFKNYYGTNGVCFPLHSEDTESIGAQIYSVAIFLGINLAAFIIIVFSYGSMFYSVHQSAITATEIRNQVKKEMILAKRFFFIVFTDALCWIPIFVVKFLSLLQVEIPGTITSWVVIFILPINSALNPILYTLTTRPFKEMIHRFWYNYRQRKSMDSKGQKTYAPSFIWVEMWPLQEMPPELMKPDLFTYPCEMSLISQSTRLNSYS
# D1 PAM = human D1 dopamine receptor positive modulation; 360,000 tested, 0.036% active; potentiation, % at 10 µM; HEK293 TREx D1 cells, calcium flux, dopamine EC20 potentiation; in the data active means potentiation above about 30%; further: 0% is about no effect
# D2 ag = agonists of human D2 dopamine receptor | P14416 | HEK293 T-REx D2 cells, calcium flux agonist mode | activation, % at 2 µM | 340,000 tested, 0.53% active;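 active means activation over 3 SD above normal in the single-dose calcium agonist read, cut at about 30% in these data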; further: 0% is about no effect
#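 Agonism scored from kinetic calcium signal (1 read/sec, 180 s) following compound pin transfer, after a 10 s baseline. Cells: HEK293 Trex line expressing inducible D2 receptor coupled to calcium, dye-loaded after overnight culture at 30 C.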
# D2 antag = antagonizes the human D2 dopamine receptor; P14416; HEK293 TREx D2 cells, calcium flux, dopamine EC80; inhibition, % at 10 µM; 340,000 tested, 2% active; in the data active means inhibition above about 30%; further: 0% is about no effect
#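 Dopamine at EC80 is the agonist stimulus; test compounds precede it by 180 s. Calcium flux read kinetically in a force-coupled, inducible HEK293 T-REx D2 cell line.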
# D2 PAM = positively modulates the human D2 dopamine receptor allosterically; potentiation, % at 10 µM; HEK293 T-REx D2, calcium flux, EC20 dopamine potentiation; P14416; 340,000 tested, 0.34% active;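 active means potentiation over 3 SD above the plate norm, cut at about 30% in these data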; further: 0% is about no effect
#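 Potentiation of an EC20 dopamine calcium response measured kinetically over 180 s, after a preceding 180 s compound-only read flagging agonists. Cells: inducible Hek293 Trex D2 line, 4000/well, cultured overnight at 30 C before dye loading.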
# TRHR PAM = allosteric enhancers of human TRH receptor; 360,000 tested, 0.66% active; TRHR cells, fluo-8 calcium fluorescence, EC20 TRH enhancement; enhancement, % at 2 µM; AID 493056; P34981; in the data active means enhancement above about 30%; further: 0% is about no effect
#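 Enhancer read-out: after compound pinning and an initial kinetic agonist-mode read, an EC20 of TRH (10 nM final) was injected and fluo-8 calcium signal (Ex 480/Em 530) followed at 1 s/cycle for 100 cycles in TRHR-expressing cells.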
# D1 ag = human D1 receptor agonism; P21728; HEK293 T-REx D1 cells, calcium flux, agonist mode; activation, % at 2 µM; 360,000 tested, 1% active; AID 504660; in the data active means activation above about 30%; further: 0% is about no effect
#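 Tetracycline-induced HEK293 TREx D1 cells, force-coupled to calcium signalling, were dye-loaded with a no-wash calcium kit. Compound was pin-added after a 10 s baseline. Fluorescence was read kinetically at 1 cycle/s for 180 s, with calcium rises flagged as agonism.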
# RXFP1 ag = agonists of human relaxin receptor RXFP1 | Q9HBX9 | HEK293T-RXFP1 cAMP TR-FRET, 30 min; response scale: percent of porcine relaxin response, buffer zero | Potency, µM (top dose mostly 57.5 µM), for the others: at the top dose activation, hits mostly activators | 370,000 tested, 0.3% active | AID 2676; active means well fitted activation curve with a large enough effect; inconclusive means small, poorly fitted or top-dose-only effect; further: potency means the concentration at half of the fitted maximal effect; on the % scale 0 is the no-effect control and ±100 the full control effect; nearly all actives have a fitted effect of over 60% in size; many of its hits are not listed in these tables
#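 HEK293T cells stably expressing RXFP1 were pretreated with the PDE4 inhibitor Ro 20174, exposed to compounds for 30 min at 37C, lysed, and cAMP was read by TR-FRET. Data normalized to buffer (basal) and 29 nM porcine relaxin (100%).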
# D1 antag = antagonists of human D1 dopamine receptor. 360,000 tested, 3.2% active. HEK293 TREx D1 cells, calcium flux, dopamine EC80; hits give low values. P21728. activity change, negative = inhibition, % at 10 µM; in the data active means activity change below about -30%; further: on the % scale 0 is the no-effect control and ±100 the full control effect
#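 Tetracycline-induced HEK293 Trex D1 cells, force-coupled to calcium, dye-loaded; compounds added and read 180 s, then EC80 dopamine added and calcium flux tracked kinetically another 180 s.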
# Active calls of the source: *; u = inconclusive; x = no result given; & = joins results of further samples. The list is partial; rates above refer to the full screens.
item	SMILES	D2 ag	TRHR PAM	RXFP1 ag	D1 antag	D1 ag
1	CO/N=C(\CCC(=O)O)c1cccs1	0.2	-1	5.8%	-2	3
2	Cc1ccc(NC(=O)CSc2cc(=O)n(C)c3ccc(Cl)cc23)c(Br)c1	1.3	-4	u	-1	1
3	O=C(COc1ccccc1)Nc1ccncc1Cl	2.0	-5	0.5%	-4	12
4	CC(=O)Nc1ncc2c(n1)CC(c1ccco1)CC2=O (stereo not drawn)	0.2	7	1.7%	3	2
5	CCCCN(C)C(=O)c1cn(CC)c2nc(C)ccc2c1=O	2.2	-14	0.8%	4	8
6	Oc1cccc2ccc(Nc3ccccn3)nc12	-2.3	6	-1.2%	18	0
7	Cn1c(=O)c2nc(SCC(=O)Nc3cc(Cl)ccc3Cl)n(C)c2n(C)c1=O	0.1	2	20%	x	-3
8	S=C1NCCOCCOCCOCCN1	x	2	-0.9%	-3	2
9	COc1cc([N+](=O)[O-])ccc1NC(=S)N1CCOCC1	1.3	-2	0.6%	-2	0
10	O=C(C1CCN(S(=O)(=O)c2cccs2)CC1)N1CCN(c2ccccc2O)CC1	23	-4	2.4%	-11	2
11	C=CCNc1nc(C(=O)OCC(=O)Nc2cc(S(C)(=O)=O)ccc2Cl)cs1	-0.4	8	1.3%	-18	3
12	COc1ccc(F)c(-c2nc(CN3CCN(C(=O)c4ccco4)CC3)c(C)o2)c1	20	-4	0.5%	1	0
13	CCc1nc(SCC(=O)Nc2nccs2)c2oc3ccccc3c2n1	-0.1	1	3.4%	8	0
14	S=c1[nH]nc(-c2cccc(Cl)c2)n1/N=C/c1ccc(-c2ccccc2Br)o1	0.7	0	15%	2	2
15	Cc1ccccc1CN1C(=O)c2ccccc2S(=O)c2ccc(C(=O)NC3CCC(C)CC3)cc21 (stereo not drawn)	2.2	0	-1.2%	2	5

item	D1 PAM	D2 antag	D2 PAM	RXFP1 antagonist
1	-3	25	-8	-4
2	-2	x	x	x
3	-11	17	2	0
4	-1	18	0	-5
5	4	0	-7	6
6	6	-7	6	-4
7	2	x	1	-5
8	1	x	x	-6
9	1	3	10	3
10	-1	-7	9	4
11	-2	24	-7	-7
12	-4	11	7	-6
13	-3	-5	10	9
14	-1	8	-1	1
15	4	x	16	8

# Arranged by SMILES length (smallest number first): part of the list above.
item	SMILES	D2 ag	TRHR PAM	RXFP1 ag	D1 antag	D1 ag
8	S=C1NCCOCCOCCOCCN1	x	2	-0.9%	-3	2
1	CO/N=C(\CCC(=O)O)c1cccs1	0.2	-1	5.8%	-2	3
5	CCCCN(C)C(=O)c1cn(CC)c2nc(C)ccc2c1=O	2.2	-14	0.8%	4	8
9	COc1cc([N+](=O)[O-])ccc1NC(=S)N1CCOCC1	1.3	-2	0.6%	-2	0
11	C=CCNc1nc(C(=O)OCC(=O)Nc2cc(S(C)(=O)=O)ccc2Cl)cs1	-0.4	8	1.3%	-18	3
7	Cn1c(=O)c2nc(SCC(=O)Nc3cc(Cl)ccc3Cl)n(C)c2n(C)c1=O	0.1	2	20%	x	-3
12	COc1ccc(F)c(-c2nc(CN3CCN(C(=O)c4ccco4)CC3)c(C)o2)c1	20	-4	0.5%	1	0
15	Cc1ccccc1CN1C(=O)c2ccccc2S(=O)c2ccc(C(=O)NC3CCC(C)CC3)cc21 (stereo not drawn)	2.2	0	-1.2%	2	5

item	D1 PAM	D2 antag	D2 PAM	RXFP1 antagonist
8	1	x	x	-6
1	-3	25	-8	-4
5	4	0	-7	6
9	1	3	10	3
11	-2	24	-7	-7
7	2	x	1	-5
12	-4	11	7	-6
15	4	x	16	8

# (continued)
item	SMILES	D2 ag	TRHR PAM	RXFP1 ag	D1 antag	D1 ag
16	O=S(=O)(c1ccc(NC(=S)NCc2ccco2)cc1)N1CCCCC1	1.6	-4	0.2%	-3	14
17	CN1CCN(c2ccc(-c3cccc(NC(=O)COc4ccc(Cl)cc4)c3)nn2)CC1	-0.4	8	1.5%	-11	4
18	O=C(Nc1cccnc1)c1ccc(COc2ccccc2Br)o1	-1.5	-3	3.1%	-19	5
19	O=C(COc1ccc(C2SCCS2)cc1)NNC(=O)C(Cl)Cl	x	7	-0.6%	-23	3
20	Cc1ccc(Oc2nc3ccccc3n3cccc23)cc1	x	22	-0.5%	-29	5
21	COc1cc(OC)c(C2NC(=O)CCC2[N+](=O)[O-])cc1OC (stereo not drawn)	0.0	0	1.5%	3	4
22	O=C(COc1ccccc1Cl)NNC(=O)c1ccc2nc[nH]c2c1	0.3	1	1.4%	-4	2
23	COc1ccc(NC(=O)CN(c2cc(C)cc(C)c2)S(=O)(=O)c2c(C)noc2C)cc1	-1.6	-3	0.9%	-14	2
24	COc1ccc(NC(=O)CN(C)C(=O)c2csc3c2CCCC3)cc1	0.3	-6	2.3%	-5	5
25	Cc1cccn2c(=O)c(C(=O)NCCCN3CCCCC3C)c(O)nc12 (stereo not drawn)	0.7&-0.4	8&9	6.2%&7.8%	0&6	3&1
26	Oc1ccc(/C=N/Nc2cc(N3CCCC3)nc(N3CCCC3)n2)cc1O	0.2	4	0.9%	-14	1
27	CCOc1ccc(NC(=O)CN2CCN(CC(=O)Nc3ccc(C(=O)OC)cc3)CC2)cc1	1.6	4	0.0%	18	0
28	O=C(CC1CC2CCC1C2)N1CCN(S(=O)(=O)c2ccccc2C(F)(F)F)CC1 (stereo not drawn)	-0.2	-10	1.8%	-9	5
29	Cc1cc(N)ccc1NC(=O)CN1CCOCC1	-0.6	-5	0.0%	-26	2
30	CCOC(=O)c1cc(OC(=O)c2cc(Cl)ccc2OC)n(-c2ccccc2)n1	0.3	6	0.3%	3	2

item	D1 PAM	D2 antag	D2 PAM	RXFP1 antagonist
16	-6	8	10	-20
17	-1	-5	12	0
18	-7	-26	-15	14
19	-6	x	-5	-7
20	-7	x	19	-10
21	2	10	-10	3
22	0	-3	-4	-2
23	3	13	-5	x
24	-7	13	-6	-11
25	-4&-1	-10	-5&21	1
26	-4	4	1	-10
27	-4	-12	9	3
28	-2	10	3	-10
29	-5	-5	-4	4
30	-3	x	-5	x

# (continued)
item	SMILES	D2 ag	TRHR PAM	RXFP1 ag	D1 antag	D1 ag
31	COc1ccccc1NC(=O)C1=C(C)Nc2nc(SCc3ccccc3Cl)nn2C1c1ccccn1 (stereo not drawn)	0.8	22	1.5%	-7	-2
32	CC1CCN(C(=O)CSc2nnc(CNC(=O)c3c(F)cccc3F)o2)CC1	0.7	17	0.2%	5	0
33	NNC(=O)CCN1CCN(C(c2ccccc2)c2ccccc2)CC1	-0.1	0	-0.1%	2	4
34	O=C(NCCc1csc(-c2ccc(Cl)cc2)n1)c1ccco1	-1.0&-0.2	1&10	-1.4%&1.6%	-15&-15	3&2
35	Cc1ccc(NC(=O)c2ccc(Cl)c(S(=O)(=O)Nc3c(C)n(C)n(-c4ccccc4)c3=O)c2)cc1Cl	0.2	-12	-0.8%	-16	1
36	CCN(C(=O)Cn1c(=O)oc2cc(S(=O)(=O)N3CCOCC3)ccc21)c1ccccc1	1.1	-5	1.2%	7	2
37	CC(C)[C@H](Nc1ccc(S(=O)(=O)N2CCOCC2)cc1[N+](=O)[O-])C(=O)OCC(N)=O	-0.2	4	0.3%	-74*	2
38	COc1ccc(C(C(=O)NC(C)(C)C)N(CCc2ccc(OC)c(OC)c2)C(=O)CCC(=O)Nc2cc(C)on2)cc1 (stereo not drawn)	0.6	2	-0.3%	3	3
39	CCCn1c2c(c(O)c(C(=O)Nc3ncccc3C)c1=O)CCCC2	1.6	6	1.4%	-11	1
40	Cc1ccc(C(=O)COC(=O)C(CC(C)C)NC(=O)C2CCC(C)CC2)cc1 (stereo not drawn)	-1.2	-8	-0.6%	-3	9
41	O=C(O)c1cc(S(=O)(=O)Nc2ccccc2C(=O)O)ccc1O	-0.3	-6	0.2%	4	2
42	Cc1ccc(-c2[nH]nc3c2C(c2ccoc2)C(C#N)=C(N)O3)cc1C (stereo not drawn)	0.2	-9	-0.5%	-7	3
43	Cc1cc(NC(=O)c2ccccc2)c(Cl)cc1N	x	-2	2.5%	12	0
44	O=C(N=C1c2ccccc2CN1c1ccccc1)c1cccc([N+](=O)[O-])c1	-1.2	0	2.2%	16	0
45	CCOC(=O)CSC1=C(C#N)C(c2ccccc2OCC)C(C(=O)OCC)C(=O)N1 (stereo not drawn)	x	-11	-0.5%	-12	2

item	D1 PAM	D2 antag	D2 PAM	RXFP1 antagonist
31	0	x	4	x
32	6	-14	4	-5
33	2	9	-5	-15
34	-5&2	4	1&-4	-14&-20
35	-4	13	-4	-11
36	-2	3	2	12
37	-7	0	-1	0
38	5	35*	x	-30
39	1	2	0	-10
40	-3	x	0	x
41	-3	5	0	9
42	-8	-7	-3	-16
43	0	x	-11	-18
44	-2	-7	18	-1
45	0	x	-3	-3

# Going on with the list.
item	SMILES	D2 ag	TRHR PAM	RXFP1 ag	D1 antag	D1 ag
46	NC(=O)CC(NC(=O)Cc1ccc(Br)cc1)c1ccc(NCc2ccc(F)cc2)c([N+](=O)[O-])c1 (stereo not drawn)	1.7	1	0.0%	2	13
47	CSCCC(NS(=O)(=O)c1ccc(Cl)cc1)C(=O)O (stereo not drawn)	-0.5	-3	-0.6%	7	1
48	COc1cc(NC(=O)CSc2nc(-c3cccs3)cc(C(F)(F)F)n2)cc(OC)c1OC	-0.2	-3	0.9%	1	9
49	CCOc1ccc(OCC)c(NC(=O)c2nnn(CC(=O)Nc3cc(C)cc(C)c3)c2N)c1	0.2	-4	0.7%	-17	3
50	CC(C)(C)C(=O)OCCNc1nc(-c2ccccc2)nc2ccccc12	-0.3	-4	0.0%	-2	-1
51	C=CCc1ccc(OCC(O)CO)c(OC)c1 (stereo not drawn)	0.4	5	-2.3%	-3	-1
52	O=C(NCc1ccccc1Cl)C1CCCN(S(=O)(=O)c2cccc3nsnc23)C1 (stereo not drawn)	-0.6&0.1	-4&-7	2.7%&0.4%	-6&-5	-2&0
53	CCCCN1CC2([N+](=O)[O-])C=CC(=O)C([N+](=O)[O-])(C1)C2CC(=O)c1ccccc1 (stereo not drawn)	-0.1	19	0.1%	17	5
54	O=C(Oc1cc2oc(=O)cc(-c3ccccc3)c2cc1Cl)C1CCCCC1	0.4	3	2.7%	-10	5

item	D1 PAM	D2 antag	D2 PAM	RXFP1 antagonist
46	1	-7	5	x
47	-10	25	-5	6
48	1	x	-5	x
49	1	15	-7	-21
50	-7	-1	-9	u
51	-1	-6	5	-9
52	1&7	7	-2&-7	-3
53	-1	-3	-4	-11
54	-1	13	-4	10
